Compound activity: PubChem, several laboratories
MDM2 E3 inh = Mdm2 E3 ligase (human) inhibition; AID 1230; cell-based MDM2 ubiquitination luciferase reporter, 2 h; 0 = plate control, 100 = twice control, blank-subtracted; Q00987; 210,000 tested, 0.11% active; signal enhancement, % at 5 µM;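 active means signal enhancement of 30% or more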;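 further: luminescence tracks abundance of the self-degrading MDM2-luciferase fusion protein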
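Timing – 2 h compound exposure at 37 °C · Assay system – mammalian cells stably expressing self-ubiquitinating, self-degrading MDM2 E3–luciferase fusion · Amount – 2000 cells seeded into each well · Measure – % luminescence enhancement versus blank-corrected plate control mean · Measured by – SteadyLite luminescence, 15 min reagent step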
RBBP9 inhibitor = inhibitors of human serine hydrolase RBBP9 | recombinant RBBP9, FP-Rh probe fluorescence polarization | inhibition, % at 7.94 µM | 220,000 tested, 0.2% active | AID 1515;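 active means inhibition above the campaign mean of all tested compounds plus 3 SD, cut at about 14% in these data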;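 further: plate controls were DMSO wells with RBBP9 for no effect and wells lacking RBBP9 protein for full effect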
Target sequence (O75884 whole entry, looked up): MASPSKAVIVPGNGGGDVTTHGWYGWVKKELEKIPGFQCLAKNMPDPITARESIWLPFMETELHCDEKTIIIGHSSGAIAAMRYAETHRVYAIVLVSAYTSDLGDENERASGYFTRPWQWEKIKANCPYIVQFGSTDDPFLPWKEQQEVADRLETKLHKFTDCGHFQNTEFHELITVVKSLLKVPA
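Controls: DMSO-treated enzyme wells and wells lacking RBBP9 | Material: RBBP9 protein | Technique: Fluorescence polarization | Replication: Single well per compound, no replicates | Buffer or medium: Tris-NaCl-Pluronic buffer, pH 8.0 | Timing: 30 min compound preincubation, 45 min probe labeling, 25 °C | Read-out basis: Percent inhibition from mP, scaled between DMSO and no-protein wells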
Hck-Nef inh = human Hck-Nef kinase inhibition | AID 463187 | 220,000 tested, 0.68% active | P08631 | inhibition, % at 20 µM | Recombinant Hck-YEEI plus Nef, Z-Lyte FRET kinase assay;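 active means Hck-Nef kinase inhibition above about 50%, limit read from the data; inactive means inhibition below that limit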;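 further: 0% = DMSO with Hck plus Nef and 100% = Hck alone without Nef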
NPY-Y2 PAM-ag = potentiators or agonists of human neuropeptide Y receptor Y2; 220,000 tested, 0.45% active; AID 1359; activation, % at 3.6 µM; cells expressing NPY-Y2, potentiator/agonist read-out; in the data active means activation above about 27%;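 further: cells stimulated with NPY near EC25 plus isoproterenol at EC100; 0% = vehicle plus submaximal agonist and 100% = vehicle plus saturating agonist; some results beyond the cut were filed as inactive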
NPY1 pot ag = human NPY-Y1 potentiation or agonism, primary screen; P25929; NPY-Y1 expressing cells, potentiator/agonist activation; activation, % at 3.6 µM; 220,000 tested, 0.37% active; in the data active means activation above about 33%, passing the limit was not always enough;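 further: cells stimulated with NPY at EC10 then isoproterenol at EC100; 0% = low agonist plus stimulus and 100% = saturating agonist plus stimulus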
NPY Y1 blocker = blocks the human neuropeptide Y Y1 receptor; HEK293-CNG Y1 cells, membrane potential fluorescence; NPY at EC95, then isoproterenol; inhibition, % at 3.6 µM; 200,000 tested, 1% active;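 active means inhibition above the campaign mean inhibition of all tested compounds plus 3 SD, cut at about 20% in these data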;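 further: 0% = DMSO wells given NPY plus isoproterenol and 100% = isoproterenol alone without NPY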
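Material: HEK293 Y1/CNG channel cell line; also added: NPY (25 nM), isoproterenol (1 µM), Ro 20-1724 (25 µM); doses: one concentration, 3.6 µM, in 0.4% DMSO; schedule: compound incubation 1 h at room temperature, readout 45 min post-stimulation; technique: membrane potential fluorescence; measure: fluorescence ratio normalized to % inhibition between controls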
Runt-CBFb FRET = inhibitors of human RUNX1 Runt domain binding to CBFb; Q01196+Q13951; Cerulean-Runt/Venus-CBFb FRET ratio 530/480, 1 h; inhibition, % at 20 µM; 220,000 tested, 0.46% active; AID 1496;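 active means inhibition over about 50% at 20 µM in the single-dose screen, limit read from the data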;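 further: 0% = DMSO wells and 100% = excess unlabeled CBFb competitor control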
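test system = Cerulean-Runt domain fusion protein, energy donor | probe or stimulus = Venus-CBFb binding partner, 100 nM | incubation = two 1 h room-temperature incubations shielded from light | detection = fluorescence energy transfer, 422 nm excitation, 530/480 nm emission | measure = loss of energy transfer signal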
Runt-SMMHC FRET = inhibitors of human RUNX1 Runt domain binding to CBFb-SMMHC; Cerulean-Runt/Venus-CBFb-SMMHC FRET ratio 530/480, 1 h; inhibition, % at 20 µM; 220,000 tested, 0.74% active; AID 1434;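 active means mean inhibition across duplicate retests at 20 µM reaching about 50%, limit read from the data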;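 further: 0% = DMSO wells and 100% = wells with excess untagged CBFb-SMMHC; inhibitors lower the FRET ratio by blocking Runt binding to CBFb-SMMHC; some results filed as inactive read as strong as hits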
p97 ATPase inh = blocks human p97 ATPase activity; P55072; recombinant p97 ATPase, Kinase-Glo ATP luminescence, 3 h; inhibition, % at 8 µM; 220,000 tested, 0.42% active; in the data active means inhibition above about 15%;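 further: 0% = DMSO vehicle and 100% = wells lacking enzyme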
Target sequence (P55072 whole entry, looked up): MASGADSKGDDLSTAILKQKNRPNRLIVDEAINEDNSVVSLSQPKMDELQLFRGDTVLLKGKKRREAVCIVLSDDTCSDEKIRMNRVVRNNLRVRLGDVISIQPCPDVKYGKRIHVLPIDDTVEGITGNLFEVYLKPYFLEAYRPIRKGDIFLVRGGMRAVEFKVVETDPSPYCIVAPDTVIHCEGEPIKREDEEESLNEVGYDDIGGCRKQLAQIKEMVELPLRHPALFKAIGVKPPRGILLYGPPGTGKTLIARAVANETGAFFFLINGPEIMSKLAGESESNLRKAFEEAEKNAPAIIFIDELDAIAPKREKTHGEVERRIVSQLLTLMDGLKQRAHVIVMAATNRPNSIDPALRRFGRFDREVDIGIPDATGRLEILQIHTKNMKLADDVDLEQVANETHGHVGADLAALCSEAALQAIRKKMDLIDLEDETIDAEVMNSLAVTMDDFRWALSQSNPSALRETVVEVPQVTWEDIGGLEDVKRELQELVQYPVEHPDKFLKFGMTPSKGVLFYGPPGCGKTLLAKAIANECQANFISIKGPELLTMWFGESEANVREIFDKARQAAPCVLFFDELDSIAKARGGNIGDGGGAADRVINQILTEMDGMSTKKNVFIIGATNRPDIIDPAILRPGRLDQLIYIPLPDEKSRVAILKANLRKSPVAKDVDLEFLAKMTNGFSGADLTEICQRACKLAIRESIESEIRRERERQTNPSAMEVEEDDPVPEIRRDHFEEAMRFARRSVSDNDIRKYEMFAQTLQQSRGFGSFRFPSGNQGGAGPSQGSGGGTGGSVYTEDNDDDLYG
The depositor's hits bear a star; nt = not tested or not shown.

nr | Compound | p97 ATPase inh | NPY Y1 blocker | MDM2 E3 inh | NPY1 pot ag | Runt-CBFb FRET | RBBP9 inhibitor | NPY-Y2 PAM-ag | Hck-Nef inh | Runt-SMMHC FRET
1 | O=C(OCc1cc2ccccc2[nH]c1=O)C1CCCO1 (centres undefined) | -5 | 2 | -17 | 6 | 0 | -2 | -3 | 3 | 4
2 | Cc1c(Br)c(C(F)(F)F)nn1CC(=O)NCc1ccco1 | 3 | -3 | -5 | 5 | -1 | -2 | -8 | 2 | 2
3 | O=C1CSC(c2ccccn2)N1c1ccc(C(F)(F)F)cc1 (centres undefined) | -1 | nt | 1 | -4 | 1 | -4 | -17 | 18 | -2
4 | CCCCN(CCCC)C(=S)NC(=O)c1ccccc1Cl | -3 | 11 | -8 | -44 | 1 | 1 | -24 | -3 | 6
5 | CCn1c2ccccc2c2cc(NC(=O)CC(C)=O)ccc21 | -1 | -5 | -4 | 4 | 0 | -7 | 8 | 0 | 3
6 | CCOC(=O)c1c(NC(=O)C2C3C=CC(C3)C2C(=O)O)sc2c1CC(C)(C)OC2 (centres undefined) | 3 | 1 | 6 | 9 | 3 | 0 | -3 | 16 | -5
7 | CC(=O)N1CCN=C1SCc1ccc(C)cc1 | 2 | 11 | 1 | -4 | 0 | 5 | 0 | -7 | 0
8 | COc1cccc(CNc2nc(SC)ncc2CO)c1 | 2 | -4 | -13 | -10 | -1 | -8 | -4 | 7 | 3
9 | CC(=O)Nc1ccc(OCC(O)CN2CCN(c3cccc(Cl)c3)CC2)cc1 (centres undefined) | 2 | -1 | -8 | 3 | -1 | -3 | 16 | 1 | 3
10 | O=S(=O)(Cc1cc(NCc2ccccc2)nc(-c2ccncc2)n1)c1ccccc1 | 5 | 3 | -26 | -1 | 0 | -11 | 0 | 30 | -5
11 | COc1ccc([N+](=O)[O-])cc1/C=N/NC(=O)/C(=C\c1cccs1)NC(=O)c1ccccc1 | 5 | 7 | -14 | -22 | 0 | -3 | -21 | 12 | -4
12 | COCc1nnc(NC(C)=O)s1 | 2 | -2 | 4 | 1 | 1 | 4 | -2 | 17 | -1
13 | O=C(N/N=C/c1ccccc1)c1c(O)c2ccccc2[nH]c1=O | 8 | 1 | -10 | -18 | -21 | -4 | -4 | 2 | -13
14 | CCN1CCN(S(=O)(=O)c2cc(C)c(OC)cc2C)CC1 | 0 | 0 | -12 | 9 | 0 | -7 | 13 | 6 | -1
15 | CN(C)c1ccc(NC(=O)c2ccc(COc3cccc(Cl)c3)o2)cc1 | 1 | 6 | -14 | 2 | 8 | 3 | -5 | 0 | -6
16 | O=S(=O)(c1ccc(SCCO)nc1)N1CCCC1 | 2 | -6 | -10 | 28 | -2 | -5 | 6 | -1 | 2
17 | COc1ccc(N(CC(=O)NCc2ccc(C)cc2)S(=O)(=O)c2c(C)nn(C)c2C)cc1 | 2 | 0 | 1 | -13 | -8 | -6 | 4 | 2 | -3
18 | CC1=CC(=O)C=C(C)C1=NOC(=O)/C=C\c1ccccc1 | 6 | -2 | -12 | -51 | 6 | -3 | 4 | 5 | -2
19 | N#Cc1nc(Cc2ccccc2)oc1N1CCC(Cc2ccccc2)CC1 | -5 | 15 | -13 | -8 | 2 | 6 | -10 | -6 | 3
20 | CC(NC(=O)c1ccc2c(c1)OCCO2)C(=O)O (centres undefined) | 9 | 2 | -16 | -15 | 0 | -4 | -7 | 2 | 0
21 | CCOC(=O)c1[nH]ncc1CN1CCN(Cc2ccc(C)cc2)C(CCO)C1 (centres undefined) | 3 | 5 | 0 | 6 | 0 | -3 | -9 | -11 | 2
22 | Cn1c(=O)[nH]c(=O)c2c1nc(N1CCN(c3ccccc3)CC1)n2CCSc1ncccn1 | 1 | 0 | -5 | 18 | 0 | -1 | -8 | 8 | 1
23 | CCNC(=S)Nc1ccc(N2CCCCC2)cc1 | 6 | 5 | -24 | -2 | 5 | -7 | -12 | 27 | 2
24 | CCN(Cc1ccccc1)C(=O)COC(=O)c1cnc(C)cn1 | 1 | 1 | -14 | 4 | -1 | -8 | 10 | -1 | -2
25 | CC(C)CC1NC(=O)N(CC(=O)Nc2ccc3c(c2)CCC3)C1=O (centres undefined) | 3 | -2 | 6 | 17 | 0 | -10 | 4 | 16 | 1
26 | CCOc1cccc2cc(-c3csc(NC(=O)CCC(=O)NCCCN4CCC(C)CC4)n3)c(=O)oc12 | 2 | -2 | -6 | 22 | 2 | -1 | 5 | 20 | 3
27 | Cc1ccc(-n2nc3c(c2NC(=O)/C=C\c2ccc4c(c2)OCO4)CSC3)cc1 | 9 | 5 | nt | -20 | -4 | -15 | -27 | -4 | -2
28 | CCCN(Cc1ccccc1)C(=S)Nc1cccc(C(F)(F)F)c1 | 3 | -4 | -17 | 21 | 1 | -2 | -7 | 3 | 4
29 | Cc1n[nH]c(C)c1S(=O)(=O)N1CCCC(C(=O)NC2CCCCC2)C1 (centres undefined) | 1 | 7 | -7 | 5 | 2 | -2 | -4 | 7 | -1
30 | CCc1nnc(NC(=O)CCC(=O)N2CCN(Cc3cc(Cl)ccc3OC)CC2)s1 | 4 | -2 | -13 | 9 | -4 | -3 | 17 | -3 | -3
31 | COc1ccc(S(=O)(=O)N(C)CC(=O)N2CCCCC2)cc1Cl | -9 | -2 | -13 | 1 | 0 | -13 | -16 | 8 | 3
32 | O=C1CSC(c2ccc([N+](=O)[O-])cc2)N1C1CCCCC1 (centres undefined) | 3 | 5 | 24 | 7 | -1 | -2 | 9 | 19 | -4
33 | COc1ccc2[nH]c(=O)c(CN(CCO)S(=O)(=O)c3ccc4c(c3)OCCO4)cc2c1 | 4 | -4 | -11 | 10 | 2 | 2 | 16 | -8 | -4
34 | O=C(Cc1ccccc1)N1CCc2ccccc21 | 1 | 4 | -11 | -10 | 0 | 3 | -13 | 1 | -4
35 | COc1ccc(OC)c(CC(NC(C)=O)C(=O)NC2CCN(c3nc(OC)nc(OC)n3)CC2)c1 (centres undefined) | 0 | -4 | 3 | 10 | 0 | -6 | 15 | -27 | -1
36 | O=C(NCc1ccco1)c1ccc2c(c1)C(=O)N(C1CCCCC1)C2=O | -9 | 8 | 0 | 4 | -1 | -11 | 10 | 0 | -3

In another format: entries from further up
#31 COc1ccc(S(=O)(=O)N(C)CC(=O)N2CCCCC2)cc1Cl
#32 O=C1CSC(c2ccc([N+](=O)[O-])cc2)N1C1CCCCC1 (centres undefined)
#33 COc1ccc2[nH]c(=O)c(CN(CCO)S(=O)(=O)c3ccc4c(c3)OCCO4)cc2c1
compound no.,31,32,33
p97 ATPase inh,-9,3,4
NPY Y1 blocker,-2,5,-4
MDM2 E3 inh,-13,24,-11
NPY1 pot ag,1,7,10
Runt-CBFb FRET,0,-1,2
RBBP9 inhibitor,-13,-2,2
NPY-Y2 PAM-ag,-16,9,16
Hck-Nef inh,8,19,-8
Runt-SMMHC FRET,3,-4,-4

(cont.)
nr | Compound | p97 ATPase inh | NPY Y1 blocker | MDM2 E3 inh | NPY1 pot ag | Runt-CBFb FRET | RBBP9 inhibitor | NPY-Y2 PAM-ag | Hck-Nef inh | Runt-SMMHC FRET
37 | CC(C(=O)Nc1ccc(O)cc1)c1cccc(C(=O)c2ccccc2)c1 (centres undefined) | 3 | -3 | -10 | -9 | 1 | -7 | -9 | 15 | -2
38 | Cc1cc(C)cc(NC(=O)CSc2ccc(-c3cccs3)nn2)c1 | 1 | 2 | -6 | -16 | 1 | -9 | -9 | 4 | 6
39 | Fc1cccc(NC(=S)NCCN2CCOCC2)c1 | 1 | -1 | -7 | 2 | 0 | -4 | 4 | -2 | 3
40 | CCC1CCCCN1Cc1nc2ccccc2c(=O)n1CC(C)=O (centres undefined) | -9 | nt | -10 | -10 | 2 | -2 | -3 | -11 | -3
41 | COCCN(C(=O)CCCC(=O)Nc1ccccn1)C(C(=O)NC1CCCC1)c1ccc(C)cc1 (centres undefined) | 1 | 0 | -22 | 14 | -1 | -9 | 2 | 2 | 3
42 | COc1cc2c(=O)n(CCC(=O)NCC3CCCO3)c(=O)n(CC(=O)c3ccc(Cl)cc3)c2cc1OC (centres undefined) | -4 | 0 | 5 | -2 | -2 | -3 | 2 | -2 | -4
43 | CCCNS(=O)(=O)c1ccc(CCC(=O)Nc2ccc3c(c2)OCO3)cc1 | 5 | 3 | -6 | 12 | -2 | -5 | 7 | 8 | -2
44 | CCc1ccc(NC2=NC(C(=O)NC3CCCCC3)CC(=O)N2)cc1 (centres undefined) | -6 | 2 | 0 | 0 | -1 | 0 | -17 | -6 | 0
45 | COc1ccc(S(=O)(=O)N(CC(=O)Nc2ccc(S(=O)(=O)N3CCOCC3)cc2)c2ccccc2)cc1 | 5 | -2 | -12 | 13 | -1 | -11 | 5 | -1 | -2
46 | Cn1c(=O)c(C(=O)Nc2ncccc2O)c(O)c2ccccc21 | 0 | 2 | -13 | -23 | 1 | -2 | -6 | -2 | -5
47 | Cc1nn(C)cc1C=NCCOCc1ccccc1 | 3 | 3 | -24 | 5 | -2 | -9 | 7 | -1 | 1
48 | O=C(NCc1ccccc1Br)c1ccco1 | 2 | 1 | -11 | 8 | -1 | -6 | 21 | 0 | -2
49 | O=C(COc1ccc(Br)cc1Br)NC1CCCC1 | 1 | -8 | -29 | 3 | -4 | 1 | 26 | 10 | -2
50 | CC(C)(C)n1ncc2c(=O)n(CC(=O)N3CCCC3)cnc21 | 3 | -6 | 0 | 5 | -1 | -3 | -1 | 21 | 1
51 | Nc1[nH]nc2nc(N3CCCC3)nc(-c3ccccc3)c12 | 4 | -1 | -5 | -14 | -2 | -1 | -7 | 43 | -4
52 | CCOc1ccc(OCC)c(NC(=O)CN2CCN(c3ccc(C)cc3C)CC2)c1 | -7 | 3 | -18 | -19 | -4 | -13 | 2 | -18 | -6
53 | CCCn1cnc2c(=S)nc(N)[nH]c21 | 12 | nt | -13 | 17 | 23 | 4 | 4 | -15 | -2
54 | COc1cc(OC)c(NC2=NCCCCC2)cc1Cl | -6 | 2 | -13 | -10 | 0 | -10 | 2 | -1 | -5
55 | CN(C(=O)c1cc2ccccc2oc1=O)C1(C)CCS(=O)(=O)C1 (centres undefined) | 3 | 1 | -11 | -6 | -1 | -2 | -1 | 17 | 0
56 | CCN(CCCNC(=O)C1CCC(=O)N1C(C)C)c1cccc(C)c1 (centres undefined) | -5 | 0 | -16 | 0 | 9 | -13 | -3 | 12 | 4
57 | Cc1cc(C)n(CC(O)COc2ccc3ccccc3c2)n1 (centres undefined) | -1 | 2 | 3 | -13 | 2 | -8 | -2 | 22 | -1
